# TTR transcr act = increases transthyretin transcription. SH-SY5Y TTR promoter Gaussia luciferase, luminescence; 100% = recombinant luciferase protein wells. activation, % at 16.7 µM. actives 1.3% (n = 92,000). AID 1117267;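 active means activation above the mean of all tested compounds plus 3 SD, cut at about 9.5% in these data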;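 further: cells exposed to compounds for one day before reading; 0% = median of all test compound wells on the plate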
# * marks the source's active call; other numbers are inactive results; & = joins results of further samples. Only part of the results is shown. The share of hits here may be higher or lower than overall.
molecule,TTR transcr act
Cn1ncc(Cl)c1C(=O)N1CCN(C(=O)c2ccco2)CC1,-1.9
Cn1c(NC(=O)C2CCCO2)cc(=O)n(C)c1=O (stereo not drawn),-0.1
CS(=O)(=O)c1nncn1-c1ccccc1,-0.1
N#C/C(=C/Nc1ccccc1)c1ccsc1,-0.5
CC1(C)CC(CCN(Cc2ccccc2)C(=O)c2ccco2)(c2ccccc2)CCO1 (stereo not drawn),0.3
CCN1CCN(c2ncnc3c2cnn3-c2ccc(C)cc2C)CC1,4.2
O=C(O)C(=O)/C(=C\c1cccc2ccccc12)c1ccc2ccccc2n1,0.5
Cc1ccc(O)c(NC(=O)c2cc([N+](=O)[O-])ccc2Cl)c1,1.3
O=C(NCCN1CCOCC1)c1ccc2c(c1)ncn2C1CCCC1,1.1
COc1ccc(-c2nnc(SCC(=O)NC(=O)NCc3ccccc3)o2)cc1,3.6
Cc1cc(Cl)nc(SCC(=O)c2ccccc2)n1,1.0
COC(=O)c1ccc2nc(-c3ccccc3)c(Cc3ccsc3)n2c1,-1.5
COC(=O)/C(=C1\Oc2ccc(C(C)(C)C)cc2S1)C(F)(F)F,-0.5
COc1ccc(CCNC(=O)Cc2ccc3c(c2)OCO3)cc1OC,3.3
CC(NC(=O)c1ccncc1)c1ccc(Br)cc1 (stereo not drawn),-0.5
COc1ccc(COC(=O)c2ccc(N3CCCC3=O)cc2)cc1F,0.1
COC(=O)c1sc(N)c(C(=O)OC)c1CSc1nc2sc3c(c2c(=O)n1C)CCC3,1.8
CC(C)C(=O)Nc1nnc(S(=O)(=O)N2CCCCCC2)s1,-1.6
O=C1N=C2SCCN2/C1=C\c1ccc(Cl)cc1,1.8
CCOc1ccc(CN2CCNC(=O)C2CC(=O)NCCCn2ccnc2)cc1 (stereo not drawn),5.1

# Other structures follow.
molecule,TTR transcr act
Cc1cc(C)c(OCCCCCn2ccnc2)c(C)c1,6.0
CCOC(=O)CNC(=O)CSc1nc2cccnc2n1C,0.3
CSCCC(NS(=O)(=O)c1ccc(Cl)cc1)C(=O)OCC(=O)NC12CC3CC(CC(C3)C1)C2 (stereo not drawn),-3.3
O=C1CC(N2CCC(O)(c3ccc(Cl)cc3)CC2)C(=O)N1 (stereo not drawn),-0.4
COc1ccc(C(=O)Nc2ccc(S(=O)(=O)N3CCCC3)cc2)c(OC)c1,0.0
Nc1c(-c2ccccc2)c(CN2CCOCC2)nn1-c1cccc([N+](=O)[O-])c1,2.1
COc1cccc(/C=N/n2cnc3cc(C)c(C)cc32)c1OC,2.0
CCOc1ccccc1C1C2C(=O)N(c3ccccc3)C(=O)C2ON1c1ccccc1 (stereo not drawn),-1.8
CC12CCCC(C(C#N)C(N)=O)(C1)NC(=O)C2C#N (stereo not drawn),1.8
CCCc1nc2ccc(C)cn2c1Cc1ccc(OC)cc1C,6.8
CCCCNCc1cc(Br)c(OCC(=O)N2CCOCC2)c(OC)c1,1.0
CC(=O)c1ccc(OCC(O)CN2CC(C)OC(C)C2)cc1 (stereo not drawn),-1.1
CCCCCCCC(=O)N/N=C/c1ccc([N+](=O)[O-])o1,1.3
Cc1ccc(S(=O)(=O)NCC(=O)OC(C(=O)c2ccccc2)c2ccccc2)cc1 (stereo not drawn),3.7
CN1CCN(C(c2ccccc2)c2nnnn2Cc2ccccc2)CC1 (stereo not drawn),6.4
CCc1ccc(S(=O)(=O)NC2CC(C)(C)NC(C)(C)C2)cc1,-1.8
N#C/C(=C/C1=C(N2CCOCC2)C(=C/c2cccc([N+](=O)[O-])c2)/CC1)C(=O)Nc1ccccc1F,1.9
Cc1ccccc1NC(=O)CC1SC(=Nc2ccc(O)cc2)NC1=O (stereo not drawn),-0.8
COC(=O)[C@]12C[C@H](CC(=O)NCc3ccc(OC)c(OC)c3)C(=O)N(Cc3cccc4ccccc34)C1=C[C@H](C(C)C)O[C@@H]2C1CC1,-2.6
Cc1cc(C(C)(C)C)cc(S(=O)(=O)Nc2ccc(O)c(C(=O)O)c2)c1C,-2.3

# The final 3 records of the part above are carried over, then new ones follow:
molecule,TTR transcr act
Cc1ccccc1NC(=O)CC1SC(=Nc2ccc(O)cc2)NC1=O (stereo not drawn),-0.8
COC(=O)[C@]12C[C@H](CC(=O)NCc3ccc(OC)c(OC)c3)C(=O)N(Cc3cccc4ccccc34)C1=C[C@H](C(C)C)O[C@@H]2C1CC1,-2.6
Cc1cc(C(C)(C)C)cc(S(=O)(=O)Nc2ccc(O)c(C(=O)O)c2)c1C,-2.3
COC(=O)C1CN(CCc2ccccc2)CCS(=O)(=O)N1Cc1ccc(OC)cc1 (stereo not drawn),2.0
CCOc1ccc(N=C2NN=C(c3cc(C)n(CC4CCCO4)c3C)CS2)cc1 (stereo not drawn),-1.5
COC(=O)C12CC3CC(C1)CC(n1cnc(Cl)n1)(C3)C2,0.7
O=C(O)CCc1nn2c3ccccc3n(CCN3CCCCC3)c2nc1=O,6.2
COc1ccc(C(CNC(=O)C(C)(C)Oc2ccc(Cl)cc2)N2CCCC2)cc1 (stereo not drawn),-0.5
COc1ccc(N(CC(=O)NCc2ccc3c(c2)OCO3)C(=O)CCC(=O)Nc2ccccn2)cc1,4.1
CC1Cc2ccccc2N1S(=O)(=O)c1cccc(C(=O)OCC(=O)NCc2ccco2)c1 (stereo not drawn),0.6
COC(=O)[C@]12C[C@H](CC(=O)NCC3CCCCC3)C(=O)N(CCc3ccc(OC)c(OC)c3)C1=C[C@H](C(C)C)O[C@@H]2C1CC1,2.6
COc1ccc(C)cc1NC(=O)CCN1CC(C)OC(C)C1 (stereo not drawn),0.4
CN1CCN(Cc2cccc(Oc3ccccc3)c2)CC1,18*
O=C(NCc1ccco1)C1c2ccccc2Oc2ccccc21,6.6
Fc1ccccc1-c1nc(NCc2ccco2)c2ccccc2n1,-1.5
Cc1ccc(N2C(=O)/C(=C/c3ccco3)SC2=S)cc1,-2.0
COc1cc(/C=C/C(=O)OCC(=O)NCCCc2ccccc2)ccc1O,-2.9
CCNC(=O)CC1C(=O)N(c2ccc(F)cc2)C(=O)N1CCc1ccc(OC)cc1 (stereo not drawn),0.1
C/C(=N\NC(N)=S)C1C2C3CC4C5CC(C42)C1C53 (stereo not drawn),-0.3
CCc1sc(C(=O)Nc2cccc(C(C)=O)c2)cc1C,-2.9
O=C(c1ccccc1NS(=O)(=O)c1ccc(Br)s1)N1CCOCC1,-0.7
O=c1[nH]c2ccc(S(=O)(=O)N3CCN(C4CCCCC4)CC3)cc2[nH]c1=O,-0.2
O=C(Nc1ccc(S(=O)(=O)Nc2ncccn2)cc1)c1cccc(Br)c1,2.6

# (listing goes on)
molecule,TTR transcr act
Cc1cc(S(=O)(=O)N2CCN=C2c2ccccc2)ccc1F,-0.8
S=C(NCC(c1ccco1)N1CCCC1)Nc1ccccc1 (stereo not drawn),2.7
O=C(NC1CCN(Cc2ccccc2)CC1)c1cc(S(=O)(=O)N2CCOCC2)ccc1Cl,-1.7
CNC(=O)C[C@H]1C(=O)N(C2CCCCC2)C[C@@H]1c1ccc(Br)cc1,-1.0
CCC1CCCCN1C(=O)COC(=O)COc1ccc(Br)cc1 (stereo not drawn),0.3
COCCNC(=O)c1cnn2c(C(F)F)cc(-c3ccccc3)nc12,-1.4
O=C(NCc1ccc(F)cc1)C(=O)NCC(c1ccco1)N1CCOCC1 (stereo not drawn),0.0
FC(F)(F)c1nnc2ccc(N3CCCCC3)nn12,-0.1
COc1ccc(NC(=O)Nc2cccc(C)n2)cc1,-0.6
Cc1cc(C)c(OC2(c3ccccc3)OC(=O)c3ccccc32)c(C)c1 (stereo not drawn),-1.0
Oc1ccc(Br)cc1/C=N/n1c(-c2ccccc2)n[nH]c1=S,0.3
COc1c(Cl)cc(Cl)cc1/C=N/NC(=O)c1nnn(-c2nonc2N)c1CN1CCC(C)CC1,-0.7
O=C(Cc1ccsc1)NCC(=O)Nc1ccc(F)c(F)c1,1.8
COC(=O)c1c(NS(=O)(=O)c2ccccc2)csc1C,1.2
O=C(c1cccc(N2C(=O)C3CC=CCC3C2=O)c1)N1CCCc2ccccc21 (stereo not drawn),-0.9
COc1ccc(C2c3ccc4ccccc4c3Oc3ncn(CCN4CCOCC4)c(=N)c32)cc1OC (stereo not drawn),-1.0
Cc1ccc(C(C(=O)NC2CCCCC2)N(Cc2ccco2)C(=O)Cn2cnc3ccccc32)cc1 (stereo not drawn),-3.3
CN1CCN(c2nc(-c3ccccn3)nc3ccccc23)CC1,-0.9
O=C(COc1ccc2c(c1)OCO2)Nc1ccccc1C(F)(F)F,-0.8
CCOC(=O)c1cccnc1SC(CC)C(=O)N1CCOCC1 (stereo not drawn),-1.0

# Remaining list, next part
molecule,TTR transcr act
Cc1nn(-c2ccccn2)c2c1C(c1ccccc1Cl)C1=C(N2)c2ccccc2C1=O (stereo not drawn),1.5
C[C@@]12C(=O)N(c3cccc(Cl)c3)C(=O)N1[C@H](c1ccc(Cl)cc1)[C@@H]1C(=O)N(C3CCCCC3)C(=O)[C@@H]12,3.0
Fc1ccc(SCCc2ccccn2)cc1,-1.0
O=C(OCCN1CCCCC1)c1ccc(O)cc1,1.4
CCn1c(=O)cc(OCC(=O)N2CCN(c3ccc(F)cc3)CC2)c2ccccc21,5.7
CC(C)CCNC(=O)c1cccc(C(=O)NCCC(C)C)c1,2.1
CN1CCN(Cc2cn[nH]c2-c2ccc(F)cc2F)[C@@H](c2ccccc2)C1,1.9
C/C(=N\NC(=O)Cn1nc(C)c([N+](=O)[O-])c1C)c1ccc(Cl)s1,0.6
CC(=Nc1ccccc1C)C1=C(O)CSC1=O,0.6
COc1ccccc1NS(=O)(=O)c1cccc(C(=O)N/N=C/c2c(CO)cnc(C)c2O)c1,-1.1
O=C(N/N=C/c1cc2ccccc2nc1Cl)c1ccncc1,-0.2
CC(C)=NNc1nc(-c2ccc([N+](=O)[O-])cc2)cs1,-2.6
CC(=O)N1CCN(Cc2cc(=O)oc3cc(C)ccc23)CC1,3.0
COc1ccc(-c2cc(C(=O)N3CCN(c4ccccc4F)CC3)c3ccccc3n2)c(OC)c1,-1.3
CCc1ccc2c(c1)C(=O)C(=O)N2CC(=O)Nc1ccc(NC(=O)c2ccccn2)cc1,-2.0
COc1ccc2nc3ccccc3nc2c1N,-2.6
CN(C)C(=O)C(NC(=O)c1ccccc1)=C(Cl)Cl,1.4
COC(=O)CCCCC1SCC2NC(=O)NC21O (stereo not drawn),5.1
COC(=O)c1cc2sc(Cl)cc2n1CC(=O)NCC1CCCO1 (stereo not drawn),-0.1
COc1cc(NC(=S)N2CCC(C(O)(c3ccccc3)c3ccccc3)CC2)cc(OC)c1,-0.9

# Continued.
molecule,TTR transcr act
Cc1ccccc1C(=O)Nc1ccccc1C(=O)NCC(C)C,-0.6
COc1ccc(-c2cc(C(=O)N3CCN(c4ccccc4OC)CC3)no2)cc1,0.1
O=C(COC(=O)/C=C/c1cccc(F)c1)Nc1ccccc1-c1ccccc1,2.1
CCOC(=O)c1c(CN2CCCCC2)n(C)c2cc(Br)c(OC)cc12,0.4
NS(=O)(=O)c1ccc(NC(=O)c2cccc(N3C(=O)c4ccccc4C3=O)c2)cc1,2.4
COc1cccc(NC(=O)NC2CCCCN(Cc3ccc(C)cc3)C2=O)c1 (stereo not drawn),-1.7
CC(=O)n1cc([C@@H]2C=C(C(=O)N3CCN(Cc4ccc5c(c4)OCO5)CC3)O[C@H](OCc3ccc(CO)cc3)C2)c2ccccc21,-4.0
COc1ccc(C(=O)N2CCCN(C)CC2)cc1S(=O)(=O)N(C)Cc1ccccc1,-0.8
CNc1cccc(-c2c(OC)cccc2OC)n1,0.1
Cc1cc(C)c(C)c(S(=O)(=O)N[C@@H](C)C(=O)OCc2cc(=O)n3cc(Br)ccc3n2)c1C,0.3
COc1cccc(NC(=O)CN(C)C(=O)c2c(-c3c(F)cccc3Cl)noc2C)c1,1.3
CC1CCN(S(=O)(=O)c2ccc3c(c2)c(=O)c(C(=O)NCc2cccs2)cn3C)CC1,1.7
Cc1noc(C)c1CSc1nnc(-c2cccnc2)n1C1CCCCC1C (stereo not drawn),-1.6
CCCCN1CC(COCc2ccccc2)Oc2cccc(Oc3ccccc3)c2S1(=O)=O (stereo not drawn),-1.7
Cc1ccccc1C(=O)N1CCN(C(c2ccccc2)c2ccccc2)CC1,-2.2
Cc1ccc(NC(=O)c2ccco2)c(NC(=O)C2CCCO2)c1 (stereo not drawn),-0.9
Cc1cc(Cl)ccc1OCCCC(=O)NCCN1C(=O)S/C(=C\c2cccnc2)C1=O,2.0
COc1ccc(C(=O)c2ccccc2)c(OCC(=O)N(C)C)c1,-1.9
COc1ccc(-c2nc(NC(=O)Cn3c(=O)oc4ccccc43)sc2C)cc1,-1.8
OC(c1ccccc1)(c1ccccc1)C1CCN(CCCOc2ccc(Cl)cc2)CC1,-1.1&-2.3

# More results:
molecule,TTR transcr act
CCN(CC)c1ncnc2c1cnn2Cc1ccc(Cl)cc1,-0.7
C=Cc1ccc2c(c1)OCCOCCOCCOCCOCCO2,-0.3
CCOc1cc(C(=O)NC(C)CCc2ccccc2)cc(OCC)c1OCC (stereo not drawn),0.6
CC(=O)Nc1ccc(NC(=O)CS(=O)(=O)c2cn(CC(=O)N3CCCCC3)c3ccccc23)cc1,1.1

# 7 compounds from above, arranged by molar mass, lowest first.
molecule,TTR transcr act
COc1cccc(/C=N/n2cnc3cc(C)c(C)cc32)c1OC,2.0
Cn1ncc(Cl)c1C(=O)N1CCN(C(=O)c2ccco2)CC1,-1.9
O=C(c1cccc(N2C(=O)C3CC=CCC3C2=O)c1)N1CCCc2ccccc21 (stereo not drawn),-0.9
COc1ccc(-c2cc(C(=O)N3CCN(c4ccccc4OC)CC3)no2)cc1,0.1
CC1Cc2ccccc2N1S(=O)(=O)c1cccc(C(=O)OCC(=O)NCc2ccco2)c1 (stereo not drawn),0.6
COC(=O)c1sc(N)c(C(=O)OC)c1CSc1nc2sc3c(c2c(=O)n1C)CCC3,1.8
Cc1ccc(C(C(=O)NC2CCCCC2)N(Cc2ccco2)C(=O)Cn2cnc3ccccc32)cc1 (stereo not drawn),-3.3
